Bcl-xL primary – Bcl-xL (human) inhibition; Q07817; GST-Bcl-xL / FITC-Bim BH3 peptide fluorescence polarization; inhibition, % at 10.9 µM; 320,000 compounds, 0.7% hits; AID 2129;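 active = inhibition above the mean of all tested compounds plus 3 SD, cutoff set per campaign, cut at about 30% in these data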;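 also: 0% = DMSO wells and 100% = unlabeled Bim-BH3 peptide competitor; inhibitors lower millipolarization by displacing the labeled peptide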
Target sequence (Q07817 whole entry, looked up): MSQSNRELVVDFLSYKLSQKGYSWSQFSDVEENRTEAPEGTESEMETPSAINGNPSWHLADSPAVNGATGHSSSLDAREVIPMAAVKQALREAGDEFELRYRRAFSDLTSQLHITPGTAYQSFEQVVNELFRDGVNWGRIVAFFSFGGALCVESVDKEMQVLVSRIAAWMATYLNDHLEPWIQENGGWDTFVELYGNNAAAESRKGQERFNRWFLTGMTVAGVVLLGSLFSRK
GRK2 inh – human GRK2 inhibition via aptamer displacement; P25098; bead flow cytometry, FAM-aptamer displacement from GRK2; inhibition of aptamer binding, % at 10 µM; 330,000 compounds, 0.59% hits; AID 488847;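 active = inhibition of aptamer binding above 40%, roughly 3 SD of noise, on plates passing a quality check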;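 also: median bead fluorescence of bound FAM aptamer so fluorescent compounds give negative values; no value below 0 was filed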
Target sequence (P25098 whole entry, looked up): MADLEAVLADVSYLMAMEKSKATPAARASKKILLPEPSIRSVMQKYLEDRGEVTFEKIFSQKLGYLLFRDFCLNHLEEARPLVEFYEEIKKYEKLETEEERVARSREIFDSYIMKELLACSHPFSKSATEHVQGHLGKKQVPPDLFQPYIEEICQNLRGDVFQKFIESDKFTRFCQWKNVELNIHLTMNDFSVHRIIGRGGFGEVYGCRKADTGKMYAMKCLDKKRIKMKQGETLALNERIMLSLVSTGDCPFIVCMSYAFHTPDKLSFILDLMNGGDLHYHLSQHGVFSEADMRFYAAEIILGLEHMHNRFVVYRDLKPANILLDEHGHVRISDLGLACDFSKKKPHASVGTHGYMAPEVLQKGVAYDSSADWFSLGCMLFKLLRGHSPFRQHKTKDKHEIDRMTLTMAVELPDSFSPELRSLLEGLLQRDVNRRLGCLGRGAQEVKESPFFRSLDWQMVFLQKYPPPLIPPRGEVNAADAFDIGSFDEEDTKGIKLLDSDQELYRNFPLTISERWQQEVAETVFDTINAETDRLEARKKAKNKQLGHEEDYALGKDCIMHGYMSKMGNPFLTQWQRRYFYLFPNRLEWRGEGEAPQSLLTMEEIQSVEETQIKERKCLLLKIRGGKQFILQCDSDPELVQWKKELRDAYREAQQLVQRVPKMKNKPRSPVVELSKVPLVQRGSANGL
Fam108B counter – counter-screen for RBBP9 inhibitors: inhibitors of mouse Fam108B; recombinant Fam108B, FP-Rh probe fluorescence polarization; inhibition, % at 9.51 µM; 300,000 compounds, 0.33% hits; AID 1947;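 active = inhibition above the screen mean inhibition plus 3 SD, computed separately per campaign, cut at about 18% in these data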;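 also: inhibitors lower polarization as less probe binds the enzyme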
VLA-4 inh – inhibition in a human VLA-4 binding assay | VLA-4 expressing cells, ligand binding flow cytometry | inhibition, % (about 7 µM as worked out from the volumes in the protocol) | 330,000 compounds, 0.2% hits | AID 2557; in the data active = inhibition above about 50%
Efflux pump mplx – antifungal efflux pump inhibition, Nile Red retention. S. cerevisiae Candida pump triplex. inhibition, % at 10 µM. 330,000 compounds, 0.44% hits;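 active = plate passing quality check with inhibition over a set limit, or well fluorescence over plate mean plus 4 SD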;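 also: Nile Red retained in pooled yeast measured as flow cytometry median fluorescence; 0% = buffer negative control and 100% = Enniatin B positive control; higher means more Nile Red kept so more efflux inhibition; some compounds called inactive have numbers as strong as hits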
MEX-5 binding – C. elegans MEX-5 TCR-2 RNA binding activity | Q9XUB2 | MEX-5/FITC-TCR2 RNA binding, fluorescence polarization; stronger effect = lower value | activity score (negative = inhibition of binding), % at 10 µM | 300,000 compounds, 0.38% hits;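 active = inhibition past about -25% in most replicates, and total fluorescence under double the plate's negative control median, limit read from the data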;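 also: 0% = DMSO and -100% = 5 µM competing unlabeled TCR2 RNA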
MCL1 BIM primary – disrupts human MCL1 binding to BIM-BH3 peptide. inhibition, % at 10.9 µM. GST-MCL1 / FITC-Bim-BH3 fluorescence polarization. 320,000 compounds, 0.68% hits. Q07820;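 active = inhibition above the mean inhibition of all tested compounds plus 3 SD, set per campaign, cut at about 40% in these data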;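 also: 0% = DMSO wells and 100% = unlabeled Bim-BH3 peptide control; higher means more loss of mP so more displacement of Bim peptide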
PME-1 inh – PME-1 (human) inhibition; Q9Y570; recombinant PME-1, FP-Rh probe fluorescence polarization; inhibition, % at 5.9 µM; 320,000 compounds, 0.53% hits;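 active = inhibition above the campaign mean of all compounds plus 3 SD, cut at about 26% in these data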;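 also: competitive labeling of PME-1 active site by serine hydrolase directed probe; 0% = PME-1 with DMSO and 100% = wells lacking PME-1 enzyme; inhibitors block probe labeling so polarization falls and inhibition rises; many of its hits are not listed in these tables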
GLD-1 RNA inh – GLD-1-TGE RNA interaction inhibition (C. elegans); Q17339; purified GLD-1 + fluorescein TGE RNA, fluorescence polarization; inhibition, % at 5.96 µM; 320,000 compounds, 0.44% hits; AID 2280;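 active = percent inhibition above a per-plate cutoff, the plate mean of test compounds plus 3 SD, cut at about 30% in these data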;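 also: 0% = DMSO wells with GLD-1 and probe and 100% = wells lacking GLD-1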
* = called active by the depositor; · = no result given.

Every second line gives: Bcl-xL primary	GRK2 inh	Fam108B counter	VLA-4 inh	Efflux pump mplx	MEX-5 binding	MCL1 BIM primary	PME-1 inh	GLD-1 RNA inh
- CCOC(=O)Cn1c(=O)n(Cc2ccccc2)c(=O)c2cccnc21
→ 3.8	3.0	-7.1	6.6	0.1	-0.4	1.3	-0.9	-4.6
- CN(Cc1cccnc1)Cc1cn[nH]c1-c1ccc(-c2ccccc2)cc1
→ -0.3	0.0	-3.0	-0.4	0.2	-0.5	7.2	-0.4	6.5
- O=C(COC(=O)/C=C/c1cccs1)Nc1ccc2ccccc2c1
→ 5.9	0.0	-1.5	33.8	0.1	0.9	9.3	-9.7	11.5
- COC(=O)c1sc2nc(C)nc(SCC(=O)C(C)(C)C)c2c1C
→ 1.2	1.0	-2.1	13.8	-0.2	-1.2	1.4	-10.8	6.6
- O=C(NCc1ccccc1F)C1CCCN(C(=O)Nc2ccc(F)cc2)C1 (stereo not drawn)
→ 3.6	0.0	1.3	-6.1	0.2	0.9	3.1	-5.7	0.4
- COc1cc(NC(=O)c2cc([N+](=O)[O-])ccc2NC(=O)CN2CCN(c3ccccn3)CC2)cc(OC)c1
→ 2.5	0.0	-11.2	0.0	-5.5	0.6	5.2	-6.1	5.9
- O=C1/C(=C/c2ccccc2F)SC(=S)N1CCC(=O)N1CCCCC1CCO (stereo not drawn)
→ 10.7	0.0	-6.6	1.2	0.3	1.0	8.0	-2.2	0.5
- COc1ccc(/C=N/NC(=O)c2ccc(COc3ccccc3Cl)o2)c(OC)c1C
→ 4.6	3.0	-1.8	-4.4	-13.5	0.3	0.6	-4.8	0.9
- CCCCCC(=O)Nc1ccccc1N1CCOCC1
→ 4.6	0.0	-1.2	-12.1	-0.2	-1.7	1.9	-9.7	4.0
- COC(=O)COc1ccc(Oc2nc(SC)nc(N(C)C)n2)nn1
→ 4.5	0.0	-1.9	10.8	-0.2	-2.2	-2.9	-2.3	4.6
- O=C1OCCC1Sc1nc2ccccc2c(=O)n1-c1ccc(F)cc1 (stereo not drawn)
→ 0.8	2.0	1.2	-3.4	0.0	-0.5	-5.3	-4.6	-1.7
- COc1ccc(NC2CCCN(C(=O)c3ccc4nccnc4c3)C2)cc1OC (stereo not drawn)
→ 1.7	0.0	0.4	-1.4	0.1	-2.4	-4.3	0.3	7.1
- CCN(Cc1ccncc1)C(=O)C(CO)c1ccccc1 (stereo not drawn)
→ 0.9	0.0	2.9	8.9	0.1	-1.3	6.5	1.9	-4.0
- CC(=O)c1nn(-c2cccc(Br)c2)cc1C(=O)c1ccco1
→ -1.8	3.0	-2.7	1.9	0.0	-0.6	-0.4	5.1	7.0
- COc1ccccc1C(=O)N/C(=C\c1ccc2c(c1)OCO2)C(=O)NCCc1nc2ccccc2[nH]1
→ 1.9	7.0	-1.3	3.2	0.0	-0.2	1.4	1.5	1.1
- O=C(Cn1c(=O)cnc2ccccc21)Nc1ccccc1N1CCOCC1
→ -11.9	2.0	-2.6	-5.2	0.3	-1.2	-20.9	-2.5	-5.1
- O=S(=O)(N/N=C1\CC(c2ccccc2)Oc2ccccc21)c1ccccc1 (stereo not drawn)
→ -2.8	4.0	-2.4	-6.2	-0.1	-2.1	-7.9	6.8	1.5
- CCCOc1ccc(Cl)cc1CN1CCOCC1
→ 5.3	0.0	-0.8	10.3	-0.1	-0.3	1.2	2.0	10.4
- Cc1cc2ncn(S(=O)(=O)N3CCOCC3)c2cc1C
→ 0.6	2.0	-6.2	0.0	0.1	3.3	2.7	-1.3	4.2
- CCCC(CNC(=O)COC(=O)C1=NNC(=O)CC1)c1ccc(Cl)cc1Cl (stereo not drawn)
→ ·	1.0	·	-13.1	0.3	·	·	·	0.5
- Cc1c(N=Cc2ccc(-c3ccc(Cl)cc3)o2)c(=O)n(-c2ccccc2)n1C
→ -1.1	3.0	6.1	6.6	0.3	5.5	-5.7	0.7	7.0
- Cc1ccccc1C(=O)N1CCC(C(=O)NCCc2ccc(S(N)(=O)=O)cc2)CC1
→ 4.7	2.0	2.1	5.8	0.0	-1.1	0.0	-2.5	-1.2
- Fc1ccc(Oc2ccc3nnc(C(F)(F)F)n3n2)cc1
→ 3.7	4.0	2.2	2.4	-0.1	-0.9	2.7	-2.2	5.0
- COc1ccc(C(C(=O)NC2CCCC2)N(C(=O)CNC(=O)c2ccco2)c2cccnc2)cc1 (stereo not drawn)
→ 1.1	0.0	-1.4	9.0	-0.1	4.3	1.7	-1.1	0.6
- CCCN1C(=O)C(NC(C)=O)c2cc(OC)ccc21 (stereo not drawn)
→ 10.9	1.0	-1.1	8.3	-0.1	-3.1	16.1	3.3	4.0
- Cc1ccc(C(=O)OCC(=O)N(C)C2CCS(=O)(=O)C2)cc1[N+](=O)[O-] (stereo not drawn)
→ 3.0	1.0	3.4	8.3	0.1	1.7	0.5	3.0	14.5
- CCCS(=O)(=O)Nc1cccc(-c2ccc3nnc(C)n3n2)c1
→ 2.7	0.0	-1.6	-1.7	0.0	0.5	3.5	-0.4	2.8
- COc1ccc(Cn2c(=O)cc(N)n(-c3ccccc3C)c2=O)cc1
→ 2.8	0.0	-3.9	9.1	0.2	1.4	2.1	-0.4	6.2
- O=C(Cn1cnc2c(nnn2Cc2ccc(F)cc2)c1=O)OCc1ccccc1
→ -2.7	1.0	2.1	8.5	-0.5	-2.1	-6.8	7.3	1.1
- CCOC(=O)c1[nH]ncc1[C@@H]1C[C@H]2CN(Cc3cccc(Cl)c3)C(=O)[C@]23CCCN13
→ -0.1	3.0	-4.7	5.4	0.0	1.4	-0.7	-9.9	2.7
- COc1ccc(NC(=O)COC(=O)c2ccc3c(c2)OCO3)c(OC)c1
→ ·	0.0	·	11.2	0.0	·	·	·	1.5
- CCOC(=O)C1CCCN(c2c(NCCc3ccc(C)cc3)c(=O)c2=O)C1 (stereo not drawn)
→ 1.1	0.0	0.1	0.2	0.1	-2.0	2.1	-10.5	5.2
- CCN1CCN(c2nc(C)c3c(n2)CCCC3=O)CC1
→ 0.3	2.0	-0.8	-0.7	0.0	1.9	-9.6	-3.9	1.4
- COCCCNc1nc2ccccc2nc1NS(=O)(=O)c1ccc(F)cc1
→ 2.6	0.0	-2.1	4.6	-0.1	0.9	-4.1	7.9	4.2
- Cc1sc2c(c1C)c(=O)n(-c1cccc(C(F)(F)F)c1)c(=O)n2CC(=O)NCc1ccco1
→ 2.8	·	-21.2	7.7	-0.1	-0.1	0.9	-18.8	8.8
- C=CC[C@@H](Cc1ccc(F)cc1)C(=O)OC[C@H]1CCCN1C(=O)[C@@H](CC=C)CC(=O)N[C@H](CO)Cc1ccccc1
→ ·	2.0	·	-2.1	0.5	·	·	·	5.5
- CC1CCN(C(=O)COC(=O)C(C)N2C(=O)c3ccccc3C2=O)CC1 (stereo not drawn)
→ -1.6	2.0	·	14.7	-0.2	·	-4.1	1.2	-0.9
- COc1ccc(N2CCN(C(=O)NCc3ccc(OC)c(Cl)c3)CC2)cc1
→ 4.7	4.0	0.7	14.5	0.2	-2.8	1.9	3.2	-3.5
- N/C(=N\OC(=O)c1ccc([N+](=O)[O-])cc1)c1ccc(Br)cc1
→ 0.9	2.0	-3.3	1.7	0.2	0.5	-7.6	2.3	3.6
- CSCCC(NS(=O)(=O)c1ccc(C)c(C(=O)O)c1)C(=O)O (stereo not drawn)
→ 7.1	15.0	-2.3	-9.0	-0.1	-1.6	8.9	-2.7	4.9
- Cc1ccc(CN(Cc2cccnc2)C(=S)Nc2cccc(Cl)c2C)cc1
→ -0.2	1.0	1.3	1.6	0.1	1.6	3.2	-4.1	-3.0
- NS(=O)(=O)c1ccc(N2N=C(c3ccccc3)CC2c2ccc(F)cc2)cc1 (stereo not drawn)
→ 6.3	0.0	10.8	-4.9	0.1	1.2	2.9	1.7	7.9
- Cc1ccc(NC(=O)C(=O)NCC2CCCO2)cc1 (stereo not drawn)
→ -2.0	1.0	-0.9	2.4	-0.1	1.7	-3.8	-3.6	3.6
- COc1cc2cc(CCCOC(=O)CCCC(=O)O)oc(=O)c2cc1OC
→ 3.1	0.0	·	0.0	-0.5	·	1.7	-1.6	-1.5
- O=C(CSc1nnc(-c2ccc(C(F)(F)F)cn2)s1)c1ccccc1
→ 4.4	0.0	4.1	0.6	-0.1	0.0	-1.1	-2.4	7.4
- CCN(CC(=O)NCc1ccc(Cl)cc1)C(=O)C(C)Sc1ccccc1 (stereo not drawn)
→ -9.0	0.0	-3.0	17.2	0.7	1.2	-11.8	-2.7	9.9
- O=Cc1ccccc1OS(=O)(=O)c1ccccc1
→ 0.8	0.0	-3.1	-271.6	0.2	0.3	2.2	4.1	1.6
- COc1ccc(Cn2cc(F)c(=O)n(CCC(C)C)c2=O)cc1[N+](=O)[O-]
→ -1.1	0.0	0.3	13.4	0.0	3.9	4.7	-3.2	9.8
- CC1=NN(c2ccccc2)C(=O)C1C(=O)c1cc([N+](=O)[O-])cc([N+](=O)[O-])c1 (stereo not drawn)
→ 4.0	0.0	4.9	0.1	-0.1	-1.8	6.2	-0.2	-3.4
- Cc1cccc(-n2nnc(C(=O)NC3CCCc4ccccc43)c2N)c1 (stereo not drawn)
→ 7.3	4.0	-0.6	24.5	-0.1	2.1	5.1	-2.2	10.1
- Cc1ccc(NC(=O)CCn2c(=O)[nH]c3ccsc3c2=O)cc1C
→ -1.1	0.0	-1.1	-11.0	0.1	-1.2	-6.3	6.5	-0.1
- CC(C)c1ccc(OCC(=O)NCc2ccco2)cc1
→ 4.8	2.0	1.2	0.9	0.2	-1.6	-1.5	-3.1	3.5
- CCOC(=O)/C=C/C(=O)Nc1nccs1
→ 2.1	4.0	-4.9	-4.8	-0.4	-1.4	-9.3	-10.6	4.9
- COc1ccccc1NC(=O)c1ccc(S(=O)(=O)N(C)c2ccccc2OC)cc1
→ ·	0.0	·	-1.9	-0.4	·	·	·	2.1
- O=C(NCCc1ccccc1)C1CCN(C(=O)c2ccc([N+](=O)[O-])cc2)CC1
→ 2.4	0.0	3.0	7.7	-0.2	-1.5	9.3	1.9	2.9
- CN(C)S(=O)(=O)c1cc(NC(=O)COC(=O)CCSc2ccc(Cl)cc2)ccc1Cl
→ -1.0	0.0	-39.1	0.6	0.0	-1.8	0.7	-15.8	7.5
- c1csc(-c2nnc3ccccn23)c1
→ 0.3	4.0	-1.3	9.2	-0.2	2.2	-1.6	-0.9	-0.7
- NS(=O)(=O)c1ccc(NC(=S)NC2CC2)cc1
→ 1.9	3.0	0.1	10.0	-0.2	-0.5	4.3	-3.7	0.2
- COc1cc(S(=O)(=O)NCc2ccccn2)ccc1Cl
→ 6.8	0.0	-2.9	11.9	0.0	2.4	3.7	1.5	8.2
- O=Cc1ccc(-c2ccccc2OC(F)(F)F)o1
→ 3.2	1.0	-1.3	12.2	-0.4	-2.2	-9.7	2.6	9.3
- CCOC(=O)c1ccc(Oc2c(C)oc3c(CN4CCN(C)CC4)c(O)ccc3c2=O)cc1
→ 5.9	2.0	0.4	2.0	-0.2	-1.2	2.3	-10.0	0.7
- Cc1ccc(C(C(=O)NCc2ccco2)N(C(=O)CNC(=O)c2cccs2)c2ccc(C)cc2C)cc1 (stereo not drawn)
→ 3.0	0.0	-3.3	5.9	0.1	0.3	0.6	0.2	-3.8

Some of the compounds tested; rates above refer to the full screens.
